Screens from PubChem.
NCOA3 inh – inhibitors of human steroid receptor coactivator 3 (SRC3); Q9Y6Q9; HEK293 GAL4-SRC3 luciferase reporter, luminescence; inhibition, % at 3.6 µM; 360,000 compounds, 0.17% hits;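 active means inhibition above a per-campaign cutoff, the mean of all compounds plus 3 SD, cut at about 60% in these data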;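 further: 0% = DMSO-treated cells and 100% = gossypol-treated cells at 36 µM; higher means less SRC3-driven luciferase light from the GAL4 reporter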
NR2F2 inh – NR2F2 (human) inhibition, primary screen | P24468 | HEK293T NGFI-A luciferase reporter, luminescence | inhibition, % at 8.6 µM | 370,000 compounds, 0.7% hits | AID 686940;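 active means inhibition above a per-plate cutoff, mean inhibition of test wells between control levels plus 3 SD, cut at about 38% in these data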;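 further: cells cotransfected with COUP-TFII expression vector driving the NGFI-A reporter; 0% = median of COUP-TF2 test wells and 100% = reporter-only cells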
Target sequence (P24468 whole entry, looked up): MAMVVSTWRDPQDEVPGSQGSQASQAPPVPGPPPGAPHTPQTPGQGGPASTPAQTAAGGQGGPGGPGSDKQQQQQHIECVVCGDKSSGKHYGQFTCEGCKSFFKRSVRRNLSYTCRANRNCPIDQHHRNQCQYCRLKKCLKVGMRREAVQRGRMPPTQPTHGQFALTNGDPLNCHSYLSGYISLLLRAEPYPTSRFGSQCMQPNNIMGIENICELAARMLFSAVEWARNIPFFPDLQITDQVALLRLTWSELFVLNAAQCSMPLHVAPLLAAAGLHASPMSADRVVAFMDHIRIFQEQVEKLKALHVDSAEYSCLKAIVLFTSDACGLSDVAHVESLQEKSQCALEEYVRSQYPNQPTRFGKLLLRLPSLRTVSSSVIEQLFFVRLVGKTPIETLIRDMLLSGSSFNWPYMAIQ
TLR9-MyD88 inh – blocks human TLR9 binding to MyD88. CHO BLA complementation TLR9-MyD88, CCF4 FRET ratio. inhibition, % at 4.98 µM. 340,000 compounds, 0.21% hits. AID 504734;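 active means inhibition above the mean over all tested compounds plus 3 SD, cut at about 21% in these data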;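 further: 0% = DMSO only wells and 100% = clavulanate BLA inhibitor control wells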
TWEAK-Fn14 inh – blocks TWEAK-Fn14 interaction in a reporter cell assay | inhibition, % at 10 µM | AID 1159606 | 360,000 compounds, 2% hits | TWEAK-stimulated Fn14 reporter cells, luciferase luminescence, 8 h; in the data active means inhibition above about 50%
NCOA2 inhibitor – human SRC2 (NCOA2) inhibition. inhibition, % at 9 µM. 370,000 compounds, 0.17% hits. HEK293 GAL4-SRC2 luciferase reporter, luminescence;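 active means inhibition above the mean inhibition of all tested compounds plus 3 SD, set per campaign, cut at about 52% in these data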;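 further: 0% = DMSO treated cells and 100% = cells given Gossypol at 36 µM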
ABHD5-PLIN5 inh – ABHD5-PLIN5 protein interaction inhibition; Q00G26+Q8WTS1; inhibition, % at 4 µM; 360,000 compounds, 0.78% hits; Split G. princeps luciferase complementation, luminescence, 4 h;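 active means inhibition above the mean inhibition across every tested compound plus 3 SD, cut at about 22% in these data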;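 further: 0% = DMSO only wells and the 100% control is not disclosed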
NR5A2 inv ag – inverse agonists of human LRH-1 (NR5A2); inhibition, % at 3.6 µM; HEK293T StAR-luciferase reporter, LRH-1 transfected, 24 h; 360,000 compounds, 0.13% hits; O00482;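 active means inhibition above the mean inhibition of all tested compounds plus 3 SD, cut at about 73% in these data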;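 further: 0% = DMSO wells and 100% = reporter-only cells lacking LRH-1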
Granule exo inh – blocks lytic granule exocytosis; 360,000 compounds, 0.66% hits; inhibition, % at 10 µM; TALL-104 LAMP-1 surface exposure, flow cytometry; cells stimulated with thapsigargin and PMA; AID 651702;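 active means inhibition above about 55%, limit read from the data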
TROY signal inh – inhibitors of TROY-dependent NF-kB signaling; Q293 LMP1-TROYcd NF-kB luciferase reporter, 4 h; inhibition, % at 10 µM; 360,000 compounds, 0.98% hits;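 active means compounds whose plate-normalised and pattern-corrected inhibition of the luciferase reporter signal at the single screening dose is 50% or more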
SRC1 inh – inhibitors of human steroid receptor coactivator 1 (SRC1); Q15788; HEK293 GAL4-SRC1 luciferase reporter, luminescence; inhibition, % at 3.6 µM; 360,000 compounds, 0.12% hits;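 active means inhibition above the campaign mean plus 3 SD, with each screening campaign given its own cutoff, cut at about 60% in these data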;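 further: 0% = DMSO treated cells and 100% = gossypol at 36 µM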
NOD2-RIPK2 inh – blocks binding of human NOD2 to RIPK2; CHO BLA complementation NOD2-RIPK2, CCF4 ratio; inhibition, % at 4.98 µM; 360,000 compounds, 0.38% hits; in the data active means inhibition above about 21%;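 further: 0% = vehicle only and 100% = reference blocker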
Target sequence (O43353 whole entry, looked up): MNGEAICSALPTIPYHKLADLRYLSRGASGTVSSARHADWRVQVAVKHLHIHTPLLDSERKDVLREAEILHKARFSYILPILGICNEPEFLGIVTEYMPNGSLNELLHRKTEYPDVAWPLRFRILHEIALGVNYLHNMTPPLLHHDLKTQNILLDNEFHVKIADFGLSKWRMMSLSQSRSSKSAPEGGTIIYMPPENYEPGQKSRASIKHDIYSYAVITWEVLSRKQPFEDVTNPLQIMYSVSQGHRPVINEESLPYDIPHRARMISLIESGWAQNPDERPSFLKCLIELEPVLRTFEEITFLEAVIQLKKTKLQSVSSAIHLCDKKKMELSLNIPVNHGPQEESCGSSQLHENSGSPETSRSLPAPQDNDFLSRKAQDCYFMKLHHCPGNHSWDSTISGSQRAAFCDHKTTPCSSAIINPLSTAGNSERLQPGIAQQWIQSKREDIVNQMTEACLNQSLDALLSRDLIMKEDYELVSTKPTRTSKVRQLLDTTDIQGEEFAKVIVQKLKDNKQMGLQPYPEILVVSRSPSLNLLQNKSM
Numbers without * were called inactive; / = no result given. The list is partial; the hit share may differ from the screen's.

structure,NCOA3 inh,NR2F2 inh,TLR9-MyD88 inh,TWEAK-Fn14 inh,NCOA2 inhibitor,ABHD5-PLIN5 inh,NR5A2 inv ag,Granule exo inh,TROY signal inh,SRC1 inh,NOD2-RIPK2 inh
c1ccc(NNC2=NCCCCC2)cc1,42,-24,-5,-1,9,4,-6,-4,-15,14,-2
C=C(C)CNC(=S)NN=C1c2ccccc2-c2ccccc21,2,/,-9,-6,/,-10,18,-1,5,0,-7
NC(=O)C(c1ccc(Cl)cc1)c1ccc(Sc2ccc(Cl)cc2)nn1 (stereo not given),25,18,1,23,30,0,7,1,13,12,5
COc1ccc(C2CCCN2C(=S)Nc2c(C)cccc2C)cc1OC (stereo not given),12,17,-2,-5,6,-3,7,-2,-16,5,-12
C/C(=N\N1CCN(C2c3ccccc3-c3ccccc32)CC1)c1ccncc1,-21,-23,7,17,-3,-32,8,5,-1,-3,-9
COc1ccc(C(=O)COC(=O)C(C(C)C)N2C(=O)C3C4C=CC(C4)C3C2=O)cc1 (stereo not given),-2,12,-15,-6,-20,-7,-2,-1,1,-3,-2
COc1ccc(C(=O)O/N=C(\N)c2ccccc2Cl)cc1OC,-38,-26,-5,-2,-38,4,-29,-5,-64,-18,5
COc1ccc(C(=O)Nc2scc(-c3ccc(Cl)cc3Cl)c2C(N)=O)cc1,-55,-20,-3,15,-57,-5,-52,-1,32,-78,-4
Cc1nnsc1C(=O)NNc1ccc(Cl)cc1,9,9,-19,13,-6,1,7,0,-7,1,3
O=C(Nc1nnc(SCc2ccc(F)cc2)s1)C1CC(=O)N(c2ccc3c(c2)OCCO3)C1 (stereo not given),14,20,-9,25,8,-2,22,-1,22,11,-9
Cc1ccc(Cn2ccc(NC(=O)c3noc4c3CCCC4)n2)cc1,-44,-16,0,13,-25,2,-38,10,-52,-47,-4
Cc1ccccc1CCN1CCCC(CN(C)C(=O)c2ccc3ncccc3c2)C1 (stereo not given),9,0,-2,-24,8,0,1,-3,-2,-3,-4

One compound at a time, as listed above.
Results for COc1ccc(C(=O)COC(=O)C(C(C)C)N2C(=O)C3C4C=CC(C4)C3C2=O)cc1 (stereo not given) : NCOA3 inh = -2; NR2F2 inh = 12; TLR9-MyD88 inh = -15; TWEAK-Fn14 inh = -6; NCOA2 inhibitor = -20; ABHD5-PLIN5 inh = -7; NR5A2 inv ag = -2; Granule exo inh = -1; TROY signal inh = 1; SRC1 inh = -3; NOD2-RIPK2 inh = -2
Results for COc1ccc(C2CCCN2C(=S)Nc2c(C)cccc2C)cc1OC (stereo not given) : NCOA3 inh = 12; NR2F2 inh = 17; TLR9-MyD88 inh = -2; TWEAK-Fn14 inh = -5; NCOA2 inhibitor = 6; ABHD5-PLIN5 inh = -3; NR5A2 inv ag = 7; Granule exo inh = -2; TROY signal inh = -16; SRC1 inh = 5; NOD2-RIPK2 inh = -12

The listing continues:
structure,NCOA3 inh,NR2F2 inh,TLR9-MyD88 inh,TWEAK-Fn14 inh,NCOA2 inhibitor,ABHD5-PLIN5 inh,NR5A2 inv ag,Granule exo inh,TROY signal inh,SRC1 inh,NOD2-RIPK2 inh
C[C@H]1CN([C@@H](C)CO)C(=O)c2cc(Br)cnc2O[C@H]1CN(C)C(=O)c1cnccn1,-3,4,6,12,3,5,17,3,-13,-16,10
Cc1cccc(NC(=O)C2CCCN2C(=O)OCC(C)C)c1 (stereo not given),10,-2,7,-11,5,-2,16,-6,-4,-1,-6
COc1ccc(C2/C=C\CN(C(=O)OCc3ccccc3)CC(=O)N2Cc2ccc(F)cc2)cc1 (stereo not given),-9,1,1,-8,5,2,4,3,-15,-4,-6
CC(=O)Nc1cccc(C(=O)/C=C/c2ccc(F)cc2)c1,35,-5,-1,72*,-82,68*,22,-1,-19,16,11
OC(COCc1ccco1)CN1CCN(C(c2ccccc2)c2ccccc2)CC1 (stereo not given),4,-16,-5,14,15,10,6,0,-4,-7,2
CC(Oc1ccccc1F)C(=O)NNC(=O)c1cccc(S(=O)(=O)N2CCN(C)CC2)c1 (stereo not given),4,-11,-1,-6,0,3,15,8,9,1,-1
COc1ccc(N(CC(=O)NC(C)c2ccccc2)S(=O)(=O)c2c(C)noc2C)cc1 (stereo not given),10,-4,-12,2,-11,-13,-7,-3,-2,-9,-15
Cc1c(C(=O)N2CCN(c3ccccc3F)CC2)sc2ncn(CC(=O)N3CCOCC3)c(=O)c12,5,-8,-8,9,-10,-7,-2,0,-1,0,-7
COC(=O)c1ccc(C)c(NC(=O)CCCN2C(=O)NC(C)(C)C2=O)c1,-17,-11,-10,-13,10,-3,14,-3,-2,0,7
CCc1nc2ccc(C(=O)NCCCn3ccnc3)cn2c1N(C)Cc1cccs1,-3,-5,/,5,-16,-1,12,4,-7,1,-7
O=C(NCCS(=O)(=O)N1CCN(c2ccccc2)CC1)c1ccccc1F,-9,7,3,-8,12,-6,-4,1,-10,3,-8
COc1cc(CNc2ccc(N3CCCC3)cc2)ccc1OCc1ccccc1F,-41,/,11,38,/,-1,-6,-7,-54,-38,2

structure,NCOA3 inh,NR2F2 inh,TLR9-MyD88 inh,TWEAK-Fn14 inh,NCOA2 inhibitor,ABHD5-PLIN5 inh,NR5A2 inv ag,Granule exo inh,TROY signal inh,SRC1 inh,NOD2-RIPK2 inh
FC(F)(F)c1ccc(-c2nnc(-c3cccnc3)o2)cc1,-28,-8,6,-21,-5,7,-44,-7,-58,-6,-9
Cc1cc(C)cc(N(CCC#N)C(=O)COC(=O)c2nc3nc(C)cc(C)n3n2)c1,10,-17,10,5,-24,4,-7,5,-9,-13,-3
COC(=O)c1cccc(NC(=O)CSCc2ccccc2)c1,-10,-8,6,5,-44,9,-41,12,-24,1,3
COc1ccc(/C=C/C(=O)NC(C)C)cc1Br,12,-27,5,-24,-12,3,-20,-3,-13,-21,-9
CCOC(=O)COc1nc2ccc(Br)cc2c(-c2ccccc2)c1C(C)=O,-7,15,0,5,3,2,-20,-15,7,-6,-7
NNC(=O)CCCNc1ncc(C(F)(F)F)cc1Cl,14,-4,-2,12,-13,2,-7,-3,8,-4,2
Cc1nnc(Cc2ccco2)c2n[nH]c(C)c12,-23,-12,-9,4,-15,3,-7,-10,-10,-16,-6
COc1ccc(NC(=O)CN(C)CC(=O)N(C)C2(C#N)CCC(C)CC2)cc1 (stereo not given),11,2,12,13,23,7,3,18,1,-23,-7
COc1ccc(CCC(=O)NC2CCC(C)CC2)cc1 (stereo not given),-15,-2,1,20,11,0,15,-2,8,-2,-13
O=C1C2N=NN(CC(=O)N3N=C(c4cccc5ccccc45)CC3c3ccccc3)C2C(=O)N1c1ccccc1 (stereo not given),-50,/,-5,-17,/,6,-4,-1,-26,-8,-2
CC(Nc1ccc2ccccc2c1)C(=O)N/N=C/c1ccncc1 (stereo not given),8,1,-3,-5,-11,-8,14,-2,2,-8,-5
COC1CC(NC(C)=O)C(OC(=O)c2ccccc2)C(CBr)O1 (stereo not given),3,1,-10,-4,17,-2,-24,-1,2,3,0

structure,NCOA3 inh,NR2F2 inh,TLR9-MyD88 inh,TWEAK-Fn14 inh,NCOA2 inhibitor,ABHD5-PLIN5 inh,NR5A2 inv ag,Granule exo inh,TROY signal inh,SRC1 inh,NOD2-RIPK2 inh
N#CC[C@H](Cc1ccccc1)N1CCN(Cc2ccccc2)CCC1=O,-3,11,-16,10,-7,6,-15,-4,17,0,2
COCCCNC(=O)c1nc2ccccc2c(=O)n1NC(=O)Nc1c(Cl)cccc1Cl,0,5,-7,5,6,-4,26,-4,-3,16,-13
O=C(CCc1ccccc1)NNC(=O)c1ccc(Cl)cc1,12,-4,-13,-11,-10,8,10,23,-1,-7,-1
COC(=O)Nc1ccc(S(=O)(=O)N2CCCC(C(=O)N3CCOCC3)C2)cc1 (stereo not given),10,-5,-8,15,18,0,-10,-1,-3,-6,-10
O=C(Nc1c[nH]c(=O)[nH]c1=O)OCc1ccccc1,-3,-13,-7,-4,15,-8,6,-4,-11,3,-19
COc1cc(-c2nnc(SCC(=O)/C(C#N)=C(\C)N)o2)cc(OC)c1OC,-6,11,-5,-15,-8,-9,1,0,5,0,-4
Cc1ccc(C(=O)N(Cc2ccccc2)C(C)(C)C)cc1C,19,14,2,-4,-4,-2,12,-2,5,3,-1
COc1ccc(-c2csc3ncnc(N4CCN(S(=O)(=O)c5cccs5)CC4)c23)cc1,-7,9,-1,16,-13,-5,1,-9,9,-13,-13
CC1(C)CC(=O)C(C2(O)C(=O)Nc3ccccc32)CO1 (stereo not given),12,-3,9,30,20,-1,-3,-1,7,-4,7
N#CCSc1nc2sc3c(c2c(=O)n1C1CCCCC1)CCCC3,-16,9,-2,58*,-8,2,9,1,39,-5,-2
CC1CCc2[nH]c3ccc(C(=O)N(C)CC(=O)Nc4ccccc4Br)cc3c2C1 (stereo not given),-4,10,2,-3,-42,-7,3,0,15,5,4
Cc1cc(C)n(C(=O)Cc2cn3ccsc3n2)n1,17,1,1,9,3,-3,8,1,18,-2,-11

structure,NCOA3 inh,NR2F2 inh,TLR9-MyD88 inh,TWEAK-Fn14 inh,NCOA2 inhibitor,ABHD5-PLIN5 inh,NR5A2 inv ag,Granule exo inh,TROY signal inh,SRC1 inh,NOD2-RIPK2 inh
CCOC(=O)c1c(C)[nH]c(C)c1C(=O)COC(=O)c1nn(CC)c(=O)c2ccccc12,-15,13,-1,9,-15,-9,9,7,15,3,9
C/C(=N/NC(=O)CNC(=O)/C=C/c1ccccc1)c1ccco1,18,9,7,0,6,6,-3,-4,-11,2,-6
O=C(COC(=O)Cc1c(F)cccc1Cl)NCCC1=CCCCC1,-13,14,-6,-29,14,0,6,3,-31,-11,9
O=C(NCC1CCCO1)c1ccc(/C=N/O)nc1 (stereo not given),-6,-9,-2,3,-31,-2,1,0,-9,-7,-6
CC(C)NC(=O)NC(=O)COC(=O)C1CCCN1C(=O)c1cccs1 (stereo not given),17,-7,-9,5,-18,2,-5,0,6,-3,-4
O=C(NCc1ccc(F)cc1)c1cc(-c2cccs2)on1,-17,2,-1,-29,-22,-10,-17,-2,-43,1,-1
N/C(Cc1ccc([N+](=O)[O-])cc1)=N\OC(=O)c1ccc(Br)o1,12,17,-9,-34,0,1,-7,29,-5,-79,1

As entered above.
O=C(NCc1ccc(F)cc1)c1cc(-c2cccs2)on1 – NR5A2 inv ag: -17
O=C(NCC1CCCO1)c1ccc(/C=N/O)nc1 (stereo not given) – TWEAK-Fn14 inh: 3
C/C(=N/NC(=O)CNC(=O)/C=C/c1ccccc1)c1ccco1 – NR5A2 inv ag: -3
